PRMT1 inh = PRMT1 methyltransferase inhibitors, primary screen, biochemical, fluorescence polarization; 1.3% of 370,000 active; AID 652257, 2013; recombinant PRMT1, activity-based probe fluorescence polarization; Protein arginine N-methyltransferase 1 (Homo sapiens), Q99873; inhibition, % at 2.79 µM;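 active = inhibition above about 21% made by adding two undisclosed values, limit read from the data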
Target sequence (Q99873 whole entry, looked up): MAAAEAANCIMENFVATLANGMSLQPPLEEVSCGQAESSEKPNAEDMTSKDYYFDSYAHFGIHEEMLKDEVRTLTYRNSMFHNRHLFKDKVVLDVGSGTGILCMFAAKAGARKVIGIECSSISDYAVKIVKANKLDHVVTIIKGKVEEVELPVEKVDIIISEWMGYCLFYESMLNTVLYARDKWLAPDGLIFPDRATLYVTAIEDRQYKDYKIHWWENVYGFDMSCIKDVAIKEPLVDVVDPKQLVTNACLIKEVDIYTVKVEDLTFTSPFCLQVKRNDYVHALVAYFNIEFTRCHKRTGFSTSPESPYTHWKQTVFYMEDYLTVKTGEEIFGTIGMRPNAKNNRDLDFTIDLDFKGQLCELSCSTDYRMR
GC-B act = human GC-B receptor activators, primary screen, HEK293 GC-B cells, cGMP TR-FRET, EC30 CNP. 0.11% of 370,000 active. AID 1920062, 2024. activation, % at 10 µM. Atrial natriuretic peptide receptor 2 (Homo sapiens), P20594. 0% at EC30 CNP, 100% saturating CNP;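 active = activation at 10 µM reaching about 35% in either raw or pattern-adjusted values, limit read from the data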
HTRA1 inh = HTRA1 serine protease inhibitors, primary screen, biochemical, fluorescence polarization, HTS; Q92743; recombinant HTRA1, FP-rhodamine activity-based probe; inhibition, % at 5.96 µM; 0.5% of 340,000 active; AID 504803, 2011; in the data active = inhibition above about 36%;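 note: 0% = enzyme with DMSO and 100% = wells lacking enzyme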
GC-A act = GC-A stimulated cGMP production enhancers – HEK293 GC-A cells, cGMP TR-FRET, EC30 ANP, primary screen. 0.14% of 370,000 active. activation, % at 10 µM. 0% at EC30 ANP, 100% saturating ANP. Atrial natriuretic peptide receptor 1 (Homo sapiens), P16066; in the data active = activation above about 40%
SIAE inh = human SIAE inhibitors, primary screen, biochemical, fluorescence polarization, FP-Rh probe, 1536-well HTS. Sialate O-acetylesterase (Homo sapiens), Q9HAT2. SIAE FP-Rh probe binding. inhibition, % at 9.66 µM. 0.69% of 370,000 active;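 active = inhibition above a cutoff: mean of compounds within the control limits plus 3 SD of those, cut at about 17% in these data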;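 note: 0% = plate median of compound wells and 100% = probe without SIAE protein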
rCAG RNA binder = binders of r(CAG) RNA repeats, primary screen, biochemical, fluorescence | r(CAG) RNA repeat, TO-PRO-1 dye displacement fluorescence | inhibition, % at 3 µM | 1.3% of 370,000 active | AID 651821, 2012;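 active = inhibition above the plate cutoff, the mean of all test compounds on that plate plus 3 SD, cut at about 35% in these data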;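 note: 0% = DMSO alone and 100% = 100 µM mitoxantrone as full dye displacement; higher means more dye released from RNA so lower well fluorescence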
UHRF1 binding = UHRF1 methylated DNA binding inhibitors, primary screen, counter-screen for MBD2 inhibitor project, biochemical, TR-FRET, human UHRF1, single concentration; E3 ubiquitin-protein ligase UHRF1 (Homo sapiens), Q96T88; UHRF1 binding to methylated oligo; inhibition, % at 4.4 µM; 0.75% of 370,000 active; in the data active = inhibition above about 21%;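 note: UHRF1 SRA domain binding a hemimethylated CpG hairpin DNA probe; 0% = median of test compound wells and 100% = reference inhibitor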
ABHD4 inh = ABHD4 inhibitors, primary screen, biochemical, fluorescence polarization, mouse | (Lyso)-N-acylphosphatidylethanolamine lipase (Mus musculus), Q8VD66 | purified mABHD4, FP-Rh probe fluorescence polarization | inhibition, % at 8.92 µM | 0.54% of 370,000 active;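 active = inhibition exceeding the mean over every tested compound plus 3 SD, cut at about 30% in these data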;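 note: 0% = plate median of compound wells and 100% = S159A mutant with DMSO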
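Test system: mABHD4 protein | Buffer or medium: HEPES pH 7.0 buffer, 150 mM NaCl, 0.01% Pluronic F-127 | Probe or stimulus: FP-Rh fluorescent activity-based probe, added after compound pre-incubation | Timing: Pre-incubation 45 min, probe exposure 60 min, at 25 °C | Technique: Fluorescence polarization, excitation 525 nm, emission 598 nm, BODIPY TMR filters | Repeats: Single well per compound (singlicate)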
TCR-CD3 inh = inhibitors of human TCR-CD3 interaction, primary screen, biochemical, fluorescence, TAMRA-labeled TCR probe; inhibition, % at 9.4 µM; AID 651800, 2012; 0.37% of 360,000 active; in the data active = inhibition above about 19%;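 note: recombinant mutant TCR 2C K166C tagged with TAMRA read by polarization; 0% = receptor in buffer alone and 100% = receptor with positive control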
MBD2 DNA inh = inhibitors of MBD2 binding to methylated DNA, primary screen, biochemical, TR-FRET, DNA-binding domain, human; Methyl-CpG-binding domain protein 2 (Homo sapiens), Q9UBB5; MBD2 binding to methylated oligonucleotide; inhibition, % at 4.4 µM; 0.31% of 370,000 active; AID 686964, 2013; in the data active = inhibition above about 13%
Target sequence (Q9UBB5 whole entry, looked up, the tested form may be a part): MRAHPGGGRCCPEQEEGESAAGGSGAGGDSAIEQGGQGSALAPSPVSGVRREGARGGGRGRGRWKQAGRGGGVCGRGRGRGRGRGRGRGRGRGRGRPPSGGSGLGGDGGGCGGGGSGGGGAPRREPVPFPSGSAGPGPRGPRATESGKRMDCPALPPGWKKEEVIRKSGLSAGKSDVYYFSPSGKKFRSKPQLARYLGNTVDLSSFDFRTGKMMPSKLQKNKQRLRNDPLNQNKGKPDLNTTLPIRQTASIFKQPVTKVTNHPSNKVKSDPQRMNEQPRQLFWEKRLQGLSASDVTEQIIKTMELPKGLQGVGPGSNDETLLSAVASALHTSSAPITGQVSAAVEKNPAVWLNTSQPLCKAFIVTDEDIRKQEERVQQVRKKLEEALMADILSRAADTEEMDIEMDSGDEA
Active calls of the source: *; . = no result given. The list is partial; rates above refer to the full screens.

Fields – PRMT1 inh	GC-B act	HTRA1 inh	GC-A act	SIAE inh	rCAG RNA binder	UHRF1 binding	ABHD4 inh	TCR-CD3 inh	MBD2 DNA inh
> CC1(C)CC(=O)C(C=NCC2CCN(C(=O)Nc3ccc(Cl)c(Cl)c3)CC2)=C(O)C1
→ -2	1	-4	-5	1	-3	-5	-10	9	3
> COCCNC(=O)C(c1ccc(F)cc1)N(Cc1cccs1)C(=O)CCC(=O)Nc1ccccn1 (stereo not given)
→ 2	7	1	-1	-1	-5	0	1	-11	-2
> Cc1ccc(S(=O)(=O)NCC(C)NS(=O)(=O)c2ccccc2[N+](=O)[O-])cc1 (stereo not given)
→ -1	-15	9	-11	-6	3	0	-6	4	8
> CCc1noc(C)c1C(=O)Nc1cc(S(=O)(=O)N(CC)CC)ccc1N1CCOCC1
→ 7	-1	-2	2	-1	6	4	9	-5	-1
> CCCCCC(=O)N1C[C@H](n2cc(COC(=O)c3ccccc3)nn2)[C@@H](O)C[C@@H]1c1ccc(C)cc1
→ 2	-3	-50	-2	-12	1	4	-9	5	1
> CC(C)CCC(C)NC(=O)C1CCN(S(=O)(=O)/C=C/c2ccccc2)CC1 (stereo not given)
→ 0	-3	1	3	6	-2	-1	-2	6	1
> O=C(NCCCN1CCCC1=O)c1ccc2c(=O)n(-c3ccc(F)cc3)c(=S)[nH]c2c1
→ 1	8	.	-4	11	0	4	3	-1	-1
> CN1C(=S)SC(N(O)C(=O)Nc2cccc3ccccc23)C1(C)C (stereo not given)
→ 4	-1	2	0	2	6	-7	8	0	-10
> CSc1nc2nc(C)c(C/C=C/c3ccccc3)c(=O)n2[nH]1
→ -1	-2	5	-3	-3	5	0	1	8	4
> O=C(CSc1nnc(NC(=O)C2CC2)s1)Nc1ccc2c(c1)OCCO2
→ 1	0	-1	4	-2	1	-3	-5	4	3
> Cc1ccc(-c2nn3c(C)nnc3c3ccccc23)cc1S(=O)(=O)NCCN1CCOCC1
→ 0	8	7	12	7	1	-1	2	1	-2
> CCN(CC(=O)Nc1ccc2c(c1)OCCO2)S(=O)(=O)c1ccc(F)cc1
→ -4	3	0	2	-2	-2	-3	-1	4	-3
> CCOC(=O)C1CCCN(C(=O)CCNC(=O)Cn2ccc3ccccc3c2=O)C1 (stereo not given)
→ 2	5	1	-1	5	-3	1	3	-7	2
> C=CCN1CCN(C(=O)c2cc3c(s2)CCC(CC)C3)CC1 (stereo not given)
→ -2	0	-6	0	-1	-8	2	10	-7	-1
> O=C(Cc1ncc(C(F)(F)F)cc1Cl)NCCc1ccccn1
→ -2	3	8	-1	-11	-3	1	2	8	-4
> COc1nc(-c2ccccc2)c2c(c1C#N)CC(C)(C)OC2
→ 5	10	-10	9	0	1	1	-10	0	4
> COc1ccc2c(c1)-c1ccccc1S(=O)(=O)N2C
→ -4	4	2	-3	-8	1	1	0	1	2
> NC(=O)c1cc2cc([N+](=O)[O-])ccc2oc1=O
→ 5	-6	0	2	-1	-1	0	-2	-6	0
> CC(C)n1nc(C(=O)NNC(=O)c2ccncc2)c2ccccc2c1=O
→ 2	5	1	3	2	-1	1	7	4	-4
> O=C(NCc1ccccn1)[C@H]1C[C@@H]1[C@H](NP(=O)(c1ccccc1)c1ccccc1)c1ccccc1
→ 0	-14	-8	-13	5	-8	4	2	3	1
> CCOc1ccc(NC(C)C(=O)N/N=C/c2cccs2)cc1 (stereo not given)
→ 2	2	2	3	9	2	-2	4	-2	4
> O=C(Nc1ccc(F)c(Cl)c1)C1Cc2c(-c3ccccc3Oc3ccccc3)ccnc2O1 (stereo not given)
→ -2	5	.	2	-26	7	0	-20	-6	-2
> COC(=O)[C@]12C[C@H](CC(=O)N3CCCC3)C(=O)N(Cc3cccc4ccccc34)C1=C[C@H](COCc1ccccc1)O[C@@H]2C
→ -5	5	.	-4	2	6	2	-4	.	2
> Cc1ccc2c(CC(=O)Nc3ccc4nc(N5CCOCC5)sc4c3)coc2c1
→ -8	0	-9	-4	0	10	-1	5	4	-1
> COc1ccc(C)cc1S(=O)(=O)N1CCC(C)CC1
→ -1	-4	-4	-1	-5	-5	-1	1	14	0
> COc1ccc2c(c1)C(c1ccc(C)o1)=NNC(c1cccnc1)=N2
→ -4	2	11	2	4	14	1	11	-3	-3
> CSc1nc(-c2ccc(C)cc2)[nH]c1S(=O)(=O)c1ccccc1
→ 3	6	-8	-1	3	9	2	3	-3	6
> O=C(CCNc1ccc(Cl)c(C(F)(F)F)c1)c1ccco1
→ 2	-4	-6	-3	5	-2	0	-1	7	1
> Cc1cccc(OCC(=O)N/N=C\c2cc3c(cc2[N+](=O)[O-])OCO3)c1C
→ 7	-8	-10	-1	0	8	-3	16	2	-2
> Cc1onc(-c2ccccc2Cl)c1C(=O)Nc1nnc(-c2ccc(F)cc2)s1
→ -1	5	-15	-1	-1	14	1	-15	-1	0
> CCc1cccc(NC(=O)CCNS(=O)(=O)c2cc(Br)cnc2N)c1
→ -2	-2	-15	4	8	0	-1	-8	5	-3
> CC[C@H]1OC(=O)[C@H](C)[C@@H](O[C@H]2C[C@@](C)(OC)[C@@H](O)[C@H](C)O2)[C@H](C)[C@@H](O[C@@H]2O[C@H](C)C[C@H](N(C)C)[C@H]2O)[C@](C)(OC)C[C@@H](C)C(=O)[C@H](C)[C@@H](O)[C@]1(C)O
→ -1	3	2	2	-1	0	-2	0	11	3
> Cc1ccc(S(=O)(=O)N2[C@@H](Cc3ccccc3)CO[C@H]2CC(=O)c2cccs2)cc1
→ 0	1	.	1	0	1	1	0	-3	4
> O=C(CCC(=O)N1CCN(S(=O)(=O)c2ccc3ccccc3c2)CC1)Nc1cc(Cl)cc(Cl)c1
→ -3	-5	-36	-5	-9	12	-1	-12	17	5
> C#CCSc1nsc(SCC#C)c1C#N
→ 4	-5	-5	-2	-1	16	5	1	5	2
> CCS(=O)(=O)C1=NN2C(=N)/C(=C\c3ccc(OCCOc4cccc(OC)c4)c(OC)c3)C(=O)N=C2S1
→ -2	-6	-52	-12	-21	49*	0	-10	2	-4
> CC(=O)Nc1ccc(S(=O)(=O)N2CCC(C(=O)NCc3ccncc3)CC2)cc1
→ 1	4	4	2	0	2	-1	-2	3	-1
> Cc1ccc(N(C)C)cc1
→ 2	-7	.	2	4	1	1	-2	0	3
> Cc1cc(C(=O)COc2ccccc2C(N)=O)c(C)n1CC1CCCO1 (stereo not given)
→ 1	-1	4	5	2	-5	-3	2	0	2
> O=S(=O)(Nc1cccc(CCc2ccccn2)c1)c1ccc2ccccc2c1
→ 2	-2	-26	-3	-8	3	4	-19	-4	4
> NC(=O)c1cc(S(=O)(=O)N2CCc3ccccc3C2)cs1
→ -2	9	2	1	-1	4	0	1	-1	3
> Cc1ccc(C(=O)OCC(=O)NC(=O)c2ccc(C(C)(C)C)cc2)c(O)c1
→ 0	7	5	4	-1	0	1	-10	-10	7
> CC(C)(C)N(Cc1ccccc1)C(=O)CN1C(=O)NC2(CCCCCC2)C1=O
→ 0	3	1	-2	4	0	2	5	-1	4
> O=C(OCCOc1ccccc1)c1n[nH]c2ccccc12
→ 2	-2	-21	2	8	-1	8	-13	-1	-1
> Cc1ccc(Oc2ncccc2N)c2c1CCC2
→ -3	2	-3	1	1	-3	-3	-2	2	-8
> CCOC(=O)c1c(NC(=O)COC(=O)CNC(=O)c2ccco2)sc(C)c1C
→ 2	-5	-8	2	-4	-3	-2	-11	3	-1
> COC(=O)[C@]1(C)N[C@H](CN(C)C(=O)Nc2ccc(C(F)(F)F)cc2)[C@@H]2C(=O)N(C)C(=O)[C@@H]21
→ 0	1	-1	5	0	0	0	1	8	-5
> COc1ccc(N2CCN(C(CNC(=O)OCc3ccccc3)c3ccco3)CC2)cc1 (stereo not given)
→ -4	-8	11	-6	3	-5	-6	-4	1	-4
> CCn1c(C(=O)N2CCc3ccccc3C2)cc2oc3ccccc3c21
→ 0	6	-40	-4	-3	-4	0	-1	-1	3
> OC(CNC1CCCC1)COc1ccccc1Br (stereo not given)
→ -1	0	-5	-5	-1	6	6	-5	-12	-1
> COCCNC(=O)CN(C(=O)CCC(=O)Nc1ccccn1)c1ccc(C)c(C)c1
→ 0	3	-6	4	-7	-7	0	0	-1	-2
> COc1ccc(/C=C(\NC(=O)c2cccs2)C(=O)NCc2ccco2)cc1OC
→ -3	2	.	1	3	0	0	-5	5	-4
> COc1ccc(CNC(=O)Nc2nc(C(N)c3ccccc3)cs2)cc1 (stereo not given)
→ 0	-6	.	-10	-4	14	0	-2	-9	4
> Cc1c(NC(=O)COC(=O)c2ccc(Cl)nc2)c(=O)n(-c2ccccc2)n1C
→ 3	4	-2	2	14	2	-3	4	-5	2
> CCCCn1c(NC(=O)c2ccccc2Cl)c(C#N)c2nc3ccccc3nc21
→ -2	.	-14	.	0	91*	5	-2	-2	-8
> Brc1ccc(-n2cccc2/C=N/n2cnnc2)cc1
→ 3	-6	-3	-6	0	-3	0	-2	-2	3
> O=C(c1cccc(NS(=O)(=O)c2ccc(Br)cc2)c1)N1CCN(c2ccccc2O)CC1
→ -1	2	-11	1	0	10	0	-3	1	2
> Nn1c(Cc2cccc3ccccc23)nnc1SCc1c(Cl)cccc1Cl
→ 2	1	-20	2	0	0	0	-6	14	-1
> CN1CCC(C(=O)N2CCCC(C(=O)c3ccc4c5c(cccc35)CC4)C2)CC1 (stereo not given)
→ -4	0	1	-1	4	-5	-2	3	0	-2
> O=C(CCc1ccccc1)N1CCN(C(=O)CCc2ccccc2)CC1
→ -2	2	3	0	0	-1	-1	2	-4	-2

(next part)
Fields – PRMT1 inh	GC-B act	HTRA1 inh	GC-A act	SIAE inh	rCAG RNA binder	UHRF1 binding	ABHD4 inh	TCR-CD3 inh	MBD2 DNA inh
> COc1ccc(OC)c(CCNC(=O)CCc2nnc3ccc(N4CCOCC4)nn23)c1
→ -1	1	1	1	-12	-5	2	2	2	-4
> Cc1cc(F)ccc1C(O)c1ncc(-c2ccc3ccccc3c2)[nH]1 (stereo not given)
→ -3	3	.	0	7	5	1	-9	2	5
> COc1ccc2c(c1)C(=O)N(c1ccccc1OC)C(=O)C2(C)C
→ -1	3	4	-2	4	0	-1	-5	3	0
> CCN(c1ccccc1)S(=O)(=O)c1ccc(Cl)c(C(=O)NCCc2ccc(OC)cc2)c1
→ 2	-1	1	0	3	-4	0	4	-6	-1
> Cc1cc(NC(=O)NC2CCCN2S(=O)(=O)c2ccc(Cl)cc2)no1 (stereo not given)
→ 1	-1	-1	3	10	-1	18	0	-2	6
> COc1cc(NCc2ccccc2)c2ncn(Cc3ccccc3)c2c1
→ 6	2	4	2	13	-1	4	22	-8	-6

Bioassay records (PubChem BioAssay)
